Screens (PubChem BioAssay)
NR3A LBD binder: modulators (binders) of human NR3A ligand-binding domain. NR3A LBD differential scanning fluorimetry, Tm shift; 0% = protein alone, 100% = glycine-bound protein. Tm shift relative to glycine control, % at 25 µM. AID 1259313. 2.5% of 340,000 active;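 active = melting temperature shift of at least 10% of the positive control shift, at one fixed dose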
MPTP block: blocks calcium-induced mitochondrial swelling. inhibition, % at 10 µM. 1.4% of 360,000 active. isolated mouse mitochondria, Ca2+ swelling absorbance, 30 min;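 active = inhibition of 50% or more, scaled per plate between neutral and stimulator controls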;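 note: 0% = DMSO wells given calcium and 100% = 1 mM EGTA wells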
hIAP activ: human IAP activation | P09923 | purified human IAP, CDP-Star luminescence, 30 min; active compounds read high; 1 = vehicle-only enzyme, 0 = enzyme-free background | activation factor at 10 µM | 0.16% of 330,000 active;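 active = activation factor of the enzyme at least 2-fold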; note: the source names both 10 and 20 µM as test concentration; values of inactives mirror those of a sister screen read the other way
Target sequence (P09923 whole entry, looked up): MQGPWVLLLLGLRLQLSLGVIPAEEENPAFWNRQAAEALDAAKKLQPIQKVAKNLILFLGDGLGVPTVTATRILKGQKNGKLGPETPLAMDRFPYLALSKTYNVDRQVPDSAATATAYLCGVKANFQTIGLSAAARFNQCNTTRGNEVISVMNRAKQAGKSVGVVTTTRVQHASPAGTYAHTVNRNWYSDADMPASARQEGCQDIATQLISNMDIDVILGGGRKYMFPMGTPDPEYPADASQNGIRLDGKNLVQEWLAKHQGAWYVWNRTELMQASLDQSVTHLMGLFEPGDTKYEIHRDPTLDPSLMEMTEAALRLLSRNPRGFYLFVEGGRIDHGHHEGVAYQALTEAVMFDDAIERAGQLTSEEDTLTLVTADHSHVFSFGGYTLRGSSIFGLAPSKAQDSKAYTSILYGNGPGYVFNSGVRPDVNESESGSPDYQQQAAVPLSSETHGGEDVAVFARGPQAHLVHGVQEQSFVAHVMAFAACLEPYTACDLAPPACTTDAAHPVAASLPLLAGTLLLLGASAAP
mIAP act: mouse IAP activation. muIAP, CDP-Star luminescence, 30 min; active compounds read high; 1 = vehicle-only enzyme signal, 0 = enzyme-free wells. activation factor at 10 µM. 0.24% of 330,000 active. AID 2805;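 active = activation factor of at least 2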; note: the source names both 10 and 20 µM as test concentration; values of inactives mirror those of a sister screen read the other way
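System: mouse IAP enzyme. Reagent: CDP-Star chemiluminescent phosphatase substrate. Benchmarks: DMSO wells, no-enzyme wells. Times: 30 min enzyme-substrate-compound incubation at room temperature. Detection: luminescence from enzymatic CDP-Star hydrolysis. Doses: test compounds delivered from DMSO solution.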
A3G deaminase: inhibitors of human APOBEC3G DNA deaminase. Q9HC16. inhibition, % at 20 µM. recombinant A3G, ssDNA deamination FAM/TAMRA fluorescence. 0.28% of 330,000 active;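 active = inhibition of at least 40% at 20 µM, with no more than 30% in the related APOBEC3A deaminase screen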;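 note: plate controls were DMSO wells with A3G for no effect and wells lacking A3G enzyme for full effect; some compounds called inactive have numbers as strong as hits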
MIN6 prolif: induces beta-cell replication in MIN6 cells. MIN6 cells proliferation, ATPlite luminescence, 48 h; cells starved in 0.2% serum; 100% = growth in 10% serum. proliferation, % at 10 µM. AID 2380. 0.29% of 330,000 active;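 active = compounds whose signal lies at least 3.5 SD above the mean of all wells on their plate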;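 note: 0% = DMSO-treated cells in low-serum medium and 100% = 10% serum control; some compounds called inactive have numbers as strong as hits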
mIAP block: mouse IAP inhibition; purified mouse IAP, CDP-Star luminescence, 30 min; inhibition, % at 10 µM; 0.2% of 330,000 active;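 active = inhibition of at least 40% at 10 µM in the primary screen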;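 note: plate controls were DMSO with enzyme for no effect and no enzyme wells for full effect; values of inactives mirror those of a sister screen read the other way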
APOBEC3A inh: blocks human APOBEC3A ssDNA deamination | P31941 | recombinant A3A, FAM/TAMRA ssDNA deamination fluorescence | inhibition, % at 20 µM | 0.41% of 330,000 active;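 active = at least 40% inhibition at 20 µM here, with at most 30% in a related deaminase screen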;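 note: plate controls were A3A with DMSO for no effect and wells lacking A3A enzyme for full effect; some results filed as inactive read as strong as hits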
Target sequence (P31941 whole entry, looked up): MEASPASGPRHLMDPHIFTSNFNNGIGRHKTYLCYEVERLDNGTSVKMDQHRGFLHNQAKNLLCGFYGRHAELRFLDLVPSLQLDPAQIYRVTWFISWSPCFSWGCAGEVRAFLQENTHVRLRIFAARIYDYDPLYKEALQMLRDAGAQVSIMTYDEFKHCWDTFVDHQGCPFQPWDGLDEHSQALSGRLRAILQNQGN
hIAP inh: blocks human intestinal alkaline phosphatase | purified IAP, CDP-Star luminescence, 30 min | inhibition, % at 10 µM | 0.12% of 330,000 active;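 active = inhibition reaching a set limit with compound at 10 µM in the primary screen, cut at about 35% in these data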;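 note: plate controls were DMSO wells with enzyme for no effect and no-enzyme buffer wells for full effect; values of inactives mirror those of a sister screen read the other way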
The depositor's hits bear a star; . = no result given.

SMILES	NR3A LBD binder	MPTP block	hIAP activ	mIAP act	A3G deaminase	MIN6 prolif	mIAP block	APOBEC3A inh	hIAP inh
Cc1[nH][nH]c(=O)c1C(c1c(C)[nH][nH]c1=O)c1cn(Cc2cccc3ccccc23)c2ccccc12	-12	2.0	1.2	0.93	5	-4	7	-3	-16
CCN(Cc1ccccc1)S(=O)(=O)c1ccc2oc(C(=O)O)c(C)c2c1	0	-0.2	0.95	0.97	-2	-2	3	1	5
COc1ccc(S(=O)(=O)Nc2ccc(OCC(=O)O)cc2)c2ccccc12	1	-0.5	0.99	1.1	-4	4	-12	2	1
CN(C(=O)c1cc(S(=O)(=O)N2CCCCC2)c[nH]1)C1CCCCC1	2	-0.8	1.3	0.95	-9	-2	5	-1	-30
CCCC(=O)NCc1ccc2c(c1)cc(C)n2C	-3	7.9	1.2	0.94	0	2	6	4	-24
CO/N=C(/CS(=O)(=O)Cc1ccccc1Cl)c1ccc(Cl)cc1Cl	2	0.4	1	1	1	-3	-3	-2	-3
COC(=O)c1ccc(CN(C)S(=O)(=O)c2cccs2)cc1	2	-1.9	0.95	1	-3	-2	-1	9	5
O=C(NNc1ccccn1)c1ccccc1CC[N+](=O)[O-]	0	-1.0	1.1	1.1	-3	1	-13	1	-6
CN(C)S(=O)(=O)c1cccc(C(=O)Nc2ccc(Cl)cn2)c1	-6	-0.8	1.3	1	-5	-2	-2	-10	-33
O=C1NC(c2ccccc2Cl)=N/C1=C/c1ccco1	1	0.9	1.1	0.78	-1	0	22	-2	-6
CCC(CC)c1nnc(NC(=O)C2CCCO2)s1 (stereo unspecified)	0	-0.2	1.1	0.99	-3	-1	1	5	-13
COc1ccc(-n2cnc3sc4c(c3c2=O)CCCC4)cc1	-6	1.6	0.87	1	-5	0	0	0	13
Cc1ccccc1/C=C/c1nc2ccccc2c(=O)[nH]1	-1	3.1	0.85	0.99	-5	-4	1	-2	15
COc1ccc(C2(c3ccc(OC)cc3)NC(=O)N(CC(=O)NC3CCCC3)C2=O)cc1	0	-0.6	0.92	1	-8	-3	0	-2	8
Cc1c(C(=O)NCCSCc2ccc(Cl)cc2Cl)cccc1[N+](=O)[O-]	-5	-12	1.1	0.89	-1	-3	11	-1	-10
Cc1nccn1CC(=O)N/N=C/c1cccc(O)c1	1	-0.3	1.1	1	-9	0	-5	-3	-11
CCc1ccc(C(=O)COC(=O)CCc2nc3ccccc3c(=O)[nH]2)cc1	-1	0.1	0.9	0.96	-6	0	4	2	10
COc1ccc(C)cc1-n1nnnc1SCC(=O)Nc1cc(C)on1	-2	1.9	0.82	0.99	-1	-1	1	4	18
Cc1nc2ccccc2c(=O)n1NCc1cc(Br)cs1	-3	-0.2	0.72	0.89	-2	0	11	0	28
Cn1c2ccccc2c(=O)c2ccc(C#Cc3ccccn3)cc21	-30	.	0.98	0.87	-6	5	13	1	2
CN(C)c1ccc(NC(=O)CN2C(=O)c3ccccc3C2=O)cc1	-1	-0.3	0.81	1.1	-9	-4	-6	-1	19
COc1ccc(CCC(=O)Nc2ccc(S(=O)(=O)N3CCCC3)cc2)cc1OC	1	-1.0	1	1.1	-8	1	-5	-4	-3
CCCCOc1ccc(NC(=O)c2cc(F)c(F)cc2Cl)cc1	-2	5.6	0.89	1	-8	0	-4	4	11
Cc1cc(NC(=O)COc2ccccc2)n(-c2ccccc2)n1	-7	-0.7	1.1	0.96	-7	-3	4	-4	-7
CC1CCC(NC(=O)Nc2cccs2)CC1 (stereo unspecified)	3	3.8	1	0.89	-3	-3	11	-2	-1

Exported with bars between the fields: 2 of the compounds above
compound | NR3A LBD binder | MPTP block | hIAP activ | mIAP act | A3G deaminase | MIN6 prolif | mIAP block | APOBEC3A inh | hIAP inh
Cc1ccccc1/C=C/c1nc2ccccc2c(=O)[nH]1 | -1 | 3.1 | 0.85 | 0.99 | -5 | -4 | 1 | -2 | 15
COc1ccc(C2(c3ccc(OC)cc3)NC(=O)N(CC(=O)NC3CCCC3)C2=O)cc1 | 0 | -0.6 | 0.92 | 1 | -8 | -3 | 0 | -2 | 8

Next part:
SMILES	NR3A LBD binder	MPTP block	hIAP activ	mIAP act	A3G deaminase	MIN6 prolif	mIAP block	APOBEC3A inh	hIAP inh
CN(Cc1nc2c(s1)CCCC2)C(=O)CCc1nnc(-c2ccc3c(c2)OCO3)o1	-1	1.5	1	0.93	-2	-2	7	-3	0
CCC(C)c1ccccc1N1CC(C(=O)NCCc2ccc(OC)c(OC)c2)CC1=O (stereo unspecified)	-1	-0.7	0.97	1.1	-8	0	-6	1	2
O=C(NCc1ccc(OC(F)(F)F)cc1)c1cccc2c1C(=O)c1ccc(N3CCCC3)cc1S2(=O)=O	-13	0.4	1.1	1.1	-15	-1	-13	-6	-7
O=C(CC1CCCCC1)NCc1ccccc1Cl	-1	-1.0	1.3	0.89	-1	1	11	1	-27
CCOc1ccccc1CNC(=O)c1cc2occc2n1C	1	0.0	1.1	0.89	2	-1	11	-2	-8
COc1ccc(NC(=O)C(C)N(c2ccc(C)cc2)S(C)(=O)=O)c(OC)c1 (stereo unspecified)	-1	1.4	1.1	0.99	-3	-1	1	-4	-10
CCc1ccc(OCC(=O)N/N=C2\CC(=O)c3ccccc32)cc1	.	3.6	1.1	1	-8	-6	-1	-2	-6
Cc1cc(NC(=O)C2CCCO2)ccc1Br (stereo unspecified)	-1	-0.5	1.2	0.99	-9	2	1	-3	-18
CN(C)CCN1CC(O)=C(c2nc3ccccc3s2)C1=N	-1	0.9	1.2	1.1	0	1	-10	-1	-25
O=S(=O)(NCC(c1cccnc1)N1CCN(Cc2ccccc2)CC1)c1ccc(Cl)cc1 (stereo unspecified)	2	-1.4	1.1	1	-5	-1	-1	-1	-9
Cc1ccc(OCC(=O)NNC(=O)Cn2nnc(-c3ccccc3)n2)cc1	-1	-0.3	1.7	0.87	-1	-2	13	0	-66
Fc1cccc(CCN2CCNC[C@@H]2CC2CCCCC2)c1	-1	-0.7	1	1.2	-3	-6	-20	-1	-2
COc1cc2c(cc1OC)C(C(=O)Nc1cc(C)c(OC)c(C)c1)CC(=O)N2 (stereo unspecified)	1	0.5	0.98	1.2	-3	-1	-16	-3	2
O=C(CN1C(=O)C2CCCCC2C1=O)Nc1nc2ccc(F)cc2s1 (stereo unspecified)	-17	-1.1	1.2	1	-6	-3	-4	8	-20
CCCOc1ccc(/C(CC)=N/NC(=O)C2(C)CC2(Br)Br)cc1 (stereo unspecified)	4	0.6	0.73	0.97	-2	0	3	-5	26
COc1cc(C(=O)Nc2cccc(-c3nc4cc(C)ccc4o3)c2)cc(OC)c1OC	-5	0.8	1.1	1	-2	-4	-2	0	-10
Cc1ccc(S(=O)(=O)N(C)C)cc1NC(=O)COC(=O)c1sc2cc(Cl)ccc2c1Cl	0	2.8	0.98	0.93	-8	-3	7	0	2
CCOc1ccccc1NC(=O)CS(=O)(=O)c1cn(CC(=O)N2CCOCC2)c2ccccc12	0	-1.0	0.96	0.99	-7	-1	1	-2	4
CCOc1ccc(-n2cnc3sc4c(c3c2=O)CCCC4)cc1	1	0.8	0.83	0.85	0	-2	15	-1	17
COc1ccc(S(=O)(=O)NCC2CCCN(C(=O)C3CCCC3)C2)cc1 (stereo unspecified)	0	0.3	1.1	1	-8	1	-2	-6	-6
Cc1cc(C)cc(NS(=O)(=O)c2ccc(NC(=S)NC(=O)c3ccc(Br)o3)cc2)c1	18*	1.0	1	0.67	1	-5	34	4	-3
Cc1cc(C)cc(NC(=S)N2CCN(c3ccccn3)CC2)c1	-1	2.0	1.1	1.1	8	-1	-12	-3	-6
O=C(c1ccccc1)N(Cc1ccco1)C1CCS(=O)(=O)C1 (stereo unspecified)	2	1.8	1	0.97	-4	-1	3	5	-3
COC(=O)c1ccc(C(=O)OC)c(NC(=O)c2cccnc2)c1	0	0.8	1.1	1.1	4	-3	-8	-7	-6
COc1cc(Cc2cc(N)nc(N)n2)cc(OC)c1OC	2	-0.7	1	1	-2	-2	0	0	-4

Pulled one by one from the entries so far (2):
SMILES	NR3A LBD binder	MPTP block	hIAP activ	mIAP act	A3G deaminase	MIN6 prolif	mIAP block	APOBEC3A inh	hIAP inh
Cc1ccc(S(=O)(=O)N(C)C)cc1NC(=O)COC(=O)c1sc2cc(Cl)ccc2c1Cl	0	2.8	0.98	0.93	-8	-3	7	0	2
Cc1cc(C)cc(NS(=O)(=O)c2ccc(NC(=S)NC(=O)c3ccc(Br)o3)cc2)c1	18*	1.0	1	0.67	1	-5	34	4	-3

(listing goes on)
SMILES	NR3A LBD binder	MPTP block	hIAP activ	mIAP act	A3G deaminase	MIN6 prolif	mIAP block	APOBEC3A inh	hIAP inh
CCCCC(=O)NCCc1ccc(S(N)(=O)=O)cc1	2	-1.3	0.94	1	3	-2	-3	-3	6
CCOc1cc(C(=O)OC(C)C(=O)Nc2ncc(Cl)cc2Cl)ccc1OCC(=O)N1CCOCC1 (stereo unspecified)	0	1.8	1.2	0.98	0	0	2	9	-15
Cc1nn(CC(=O)NCCc2ccccc2)c(=O)c2ccccc12	-1	-0.8	1.3	1	-8	-1	-4	-3	-29
OCCN(CC(O)COc1ccccc1)CC(O)Cn1ccc2ccccc21 (stereo unspecified)	-1	2.5	1	1	-2	-4	-2	-3	-4
CCN1C(=NCCOC)N[C@@H](CCc2ccccc2)[C@H](C(=O)OC)[C@H]1C	-2	-1.6	0.85	1.1	4	1	-10	46*	14
CCCCOC(=O)c1ccc(NC(=O)CSCc2n[nH]c(=O)[nH]2)cc1	0	-1.4	1.4	0.96	-6	-1	4	0	-43
Cc1ccsc1C(=O)N1CCCC(CCC(=O)N2CCN(c3ccccn3)CC2)C1 (stereo unspecified)	1	-0.9	1.1	1	-6	-1	0	-1	-10
COc1ccc(CN=C(C)c2c(C(F)(F)F)[nH]n(-c3nc4ccccc4s3)c2=O)cc1	-2	0.8	0.96	0.95	-5	-5	5	-3	4
C=C(C)C(=O)Nc1cccc(C2=NOC3(C2)C[C@@H](C(N)=O)N(C(=O)CCCCC)C3)c1 (stereo partly specified)	-3	.	1	0.96	86*	2	4	22	0
Nc1cccc(Oc2ccc3c(c2)C(=O)N(CC2CCCO2)C3=O)c1 (stereo unspecified)	0	0.3	0.92	1.1	-2	-3	-11	4	8

Copied from the list:
O=C(c1ccccc1)N(Cc1ccco1)C1CCS(=O)(=O)C1 (stereo unspecified) | APOBEC3A inh = 5
Nc1cccc(Oc2ccc3c(c2)C(=O)N(CC2CCCO2)C3=O)c1 (stereo unspecified) | NR3A LBD binder = 0
COC(=O)c1ccc(C(=O)OC)c(NC(=O)c2cccnc2)c1 | A3G deaminase = 4
CN(C)S(=O)(=O)c1cccc(C(=O)Nc2ccc(Cl)cn2)c1 | NR3A LBD binder = -6
CCOc1ccccc1NC(=O)CS(=O)(=O)c1cn(CC(=O)N2CCOCC2)c2ccccc12 | MIN6 prolif = -1
O=C(CC1CCCCC1)NCc1ccccc1Cl | MPTP block = -1.0
CCc1ccc(OCC(=O)N/N=C2\CC(=O)c3ccccc32)cc1 | MPTP block = 3.6

Not a hit list. About 5% of those tested had a hit in this group.
